Assay outcomes from PubChem BioAssay.
Pf Dd2 inh = inhibitors of Plasmodium falciparum Dd2 growth | P. falciparum Dd2 growth, SYBR Green, 72 h; active compounds read low | activity change, % at 10 µM | 94,000 tested, 2.3% active; in the data active = activity change below about -80%
T cruzi growth = T. cruzi proliferation inhibition | 77,000 tested, 5.9% active | T. cruzi beta-gal in NIH3T3, GalScreen luminescence, 90 h | AID 624255 | inhibition, % at 8.34 µM;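 active = mean inhibition above about 93%, with at least 55% of replicates each passing it, limit read from the data, passing the limit was not always enough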
GASC1 inh = KDM4C (human) demethylase inhibition | GST-KDM4C 2-372, H3K9me3 peptide, LANCE TR-FRET | inhibition, % at 12.5 µM | 96,000 tested, 0.15% active;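 active = mean replicate inhibition above about 25%, with at least 55% of replicates also reaching it, limit read from the data, passing the limit was not always enough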
Target sequence (Q9H3R0 2-372 limits assumed): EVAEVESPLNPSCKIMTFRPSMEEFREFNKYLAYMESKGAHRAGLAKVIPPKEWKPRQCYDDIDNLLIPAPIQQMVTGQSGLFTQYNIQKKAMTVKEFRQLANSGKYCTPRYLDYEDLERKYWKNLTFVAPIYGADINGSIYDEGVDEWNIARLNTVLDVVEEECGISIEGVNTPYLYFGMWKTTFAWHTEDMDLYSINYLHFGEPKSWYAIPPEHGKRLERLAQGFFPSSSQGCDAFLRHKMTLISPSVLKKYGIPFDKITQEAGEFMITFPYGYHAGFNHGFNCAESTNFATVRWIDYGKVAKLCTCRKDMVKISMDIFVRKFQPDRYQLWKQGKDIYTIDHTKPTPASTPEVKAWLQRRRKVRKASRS
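Material: N-terminal GST-fused human GASC-1 (KDM4C) fragment, residues 2-372. Input: 10 nM enzyme. Incubation: enzyme reaction 30 min, then detection 60 min, both room temperature. Doses: one test concentration per compound. Read-out basis: inhibition from TR-FRET ratio decrease. Detection: LANCE TR-FRET, excitation 340 nm, emissions 618 and 671 nm.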
C diff HTS = blocks growth of Clostridium difficile; AID 1259249; 86,000 tested, 0.25% active; growth activity, negative = inhibition, % at 16 µg/mL (by protocol); Clostridium difficile clinical isolate growth, OD600, 24 h; active compounds read low;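 active = mean growth activity at or below -80% and every replicate also at or below -80%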;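 note: 0% = DMSO wells and -100% = levofloxacin 16 µg/mL wells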
The depositor's hits bear a star; . = no result given.

Letter code: A = Pf Dd2 inh; B = T cruzi growth; C = GASC1 inh; D = C diff HTS
C[C@@H]1CN([C@H](C)CO)C(=O)c2cccc(NS(=O)(=O)c3cccs3)c2O[C@H]1CN(C)C(=O)Nc1ccccc1
  A: 11.0	B: -58.7	C: -4.1	D: 0.4

O=C(C[C@H]1CC[C@H]2[C@@H](COC[C@@H](O)CN2S(=O)(=O)c2ccccc2)O1)Nc1ccc(-c2ccccc2)cc1
  A: -13.6	B: 88.0	C: 2.5	D: .

C[C@H](CO)N1C[C@H](C)[C@@H](CN(C)C(=O)c2ccncc2)OCCCC[C@H](C)Oc2ccc(NC(=O)NC3CCCCC3)cc2C1=O
  A: 27.1	B: 24.1	C: -0.6	D: -6.5

COc1ccccc1NC(=O)N(C)C[C@@H]1Oc2ncc(C#CCN(C)C)cc2C(=O)N([C@@H](C)CO)C[C@@H]1C
  A: 17.5	B: 11.0	C: 2.0	D: 0.1

C[C@H](CO)N1C[C@H](C)[C@@H](CN(C)CC2CCOCC2)Oc2ncc(C#Cc3ccccc3)cc2C1=O
  A: -34.1	B: 1.8	C: -0.6	D: 6.1

C[C@H](CO)N1C[C@H](C)[C@@H](CN(C)C(=O)Nc2ccccc2)Oc2cc(C#CC3(O)CCCC3)ccc2S1(=O)=O
  A: -41.2	B: -101.3	C: -3.8	D: -1.9

COc1ccc(NC(=O)Nc2ccc3c(c2)[C@H]2C[C@H](CC(=O)NCc4ccc5c(c4)OCO5)O[C@H](CO)[C@H]2O3)cc1
  A: -18.4	B: 29.8	C: -1.7	D: 0.8

CO[C@@H](CN(C)C(=O)C1CCOCC1)[C@H](C)CN([C@H](C)CO)S(=O)(=O)c1ccccc1
  A: 11.9	B: 35.2	C: 0.8	D: .

C[C@H]1CN([C@@H](C)CO)C(=O)Cc2cc(NC(=O)c3ccncc3)ccc2O[C@H]1CN(C)C(=O)Nc1ccc(F)cc1
  A: 9.3	B: 20.8	C: 0.0	D: -3.0

CC(=O)N(C)C[C@H]1Oc2cc(C#Cc3ccccn3)ccc2S(=O)(=O)N([C@@H](C)CO)C[C@@H]1C
  A: 8.9	B: 52.9	C: -4.2	D: 0.7

CN1C(=O)c2cc(NS(=O)(=O)c3ccc(F)cc3)ccc2OC[C@@H]2O[C@H](CC(=O)O)CC[C@H]21
  A: 0.5	B: 103.4*	C: 0.3	D: -4.2

O=S(=O)(c1ccc(F)cc1)N1CC[C@@H]2[C@H](CO)Nc3ccc(C#CC4CCCCC4)cc3[C@@H]21
  A: -69.1	B: .	C: -16.9	D: 9.4

CCCN(C)C[C@H]1Oc2cc(C#CC(C)(C)O)ccc2S(=O)(=O)N([C@H](C)CO)C[C@H]1C
  A: -42.2	B: -18.8	C: -0.5	D: -8.4

O=C(Nc1cccc(F)c1)N1CCCCN2[C@H](CO)[C@H](c3ccc(-c4ccccc4F)cc3)[C@@H]2C1
  A: 8.3	B: 106.9*	C: 0.9	D: 16.5

COc1ccc(-c2ccc3c(c2)O[C@@H](CN(C)CC2CCOCC2)[C@@H](C)CN([C@H](C)CO)S3(=O)=O)cc1
  A: 16.2	B: 27.7	C: -0.5	D: -1.8

Exported with each value named: entries from further up
C[C@@H]1CN([C@H](C)CO)C(=O)c2cccc(NS(=O)(=O)c3cccs3)c2O[C@H]1CN(C)C(=O)Nc1ccccc1
- Pf Dd2 inh: 11.0
- T cruzi growth: -58.7
- GASC1 inh: -4.1
- C diff HTS: 0.4

C[C@H](CO)N1C[C@H](C)[C@@H](CN(C)C(=O)Nc2ccccc2)Oc2cc(C#CC3(O)CCCC3)ccc2S1(=O)=O
- Pf Dd2 inh: -41.2
- T cruzi growth: -101.3
- GASC1 inh: -3.8
- C diff HTS: -1.9

CN1C(=O)c2cc(NS(=O)(=O)c3ccc(F)cc3)ccc2OC[C@@H]2O[C@H](CC(=O)O)CC[C@H]21
- Pf Dd2 inh: 0.5
- T cruzi growth: 103.4*
- GASC1 inh: 0.3
- C diff HTS: -4.2

CCCN(C)C[C@H]1Oc2cc(C#CC(C)(C)O)ccc2S(=O)(=O)N([C@H](C)CO)C[C@H]1C
- Pf Dd2 inh: -42.2
- T cruzi growth: -18.8
- GASC1 inh: -0.5
- C diff HTS: -8.4
